Assay outcomes: PubChem BioAssay, several laboratories
KCNQ1 block = human KCNQ1 channel inhibition | AID 2642 | B-score at 10 µM | CHO-K1 KCNQ1, FluxOR thallium flux fluorescence; active compounds read high | hit rate 1.3% among 310,000 | P51787;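 active means compounds whose thallium flux B-score, printed positive for inhibition, exceeds three library SD while starting fluorescence stays within three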;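 further: channel opened by potassium depolarization with thallium stimulus after 20 min compound exposure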
KCNQ1 act = potentiates or activates the human KCNQ1 potassium channel; hit rate 0.35% among 310,000; P51787; CHO-K1 KCNQ1, thallium flux FluxOR fluorescence; active compounds read high; B-score at 10 µM;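 active means fluorescence ratio B-score, a plate-corrected score, at least three library SD, with initial intensity B-score within 5 SD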
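System: CHO-K1 cells stably expressing KCNQ1 / Medium: assay buffer for compound exposure, DMSO matched across wells / Reagent: thallium- and potassium-containing depolarizing buffer / Compound: one concentration, matched DMSO / Incubation: 20 min compound pretreatment at room temperature / Measured by: kinetic FluxOR fluorescence, 10 s baseline plus 110 s post-stimulus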
RGS4 inh = inhibitors of human RGS4 | P49798 | HEK293 M3R/RGS4 inducible, Fluo-4 calcium flux; active compounds read high; triggered by carbachol at its EC20 | B-score at 10 µM | hit rate 0.45% among 310,000 | AID 463165;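 active means B-score, a plate-corrected calcium signal, over three deviations above library mean, with baseline fluorescence within five deviations of library mean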;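 further: RGS4 expression induced by doxycycline in cells with stable M3 receptor; B-score is computed from the integrated fluorescence ratio over baseline after carbachol; higher B-score means a larger calcium signal and so more RGS4 inhibition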
Target sequence (P49798 whole entry, looked up): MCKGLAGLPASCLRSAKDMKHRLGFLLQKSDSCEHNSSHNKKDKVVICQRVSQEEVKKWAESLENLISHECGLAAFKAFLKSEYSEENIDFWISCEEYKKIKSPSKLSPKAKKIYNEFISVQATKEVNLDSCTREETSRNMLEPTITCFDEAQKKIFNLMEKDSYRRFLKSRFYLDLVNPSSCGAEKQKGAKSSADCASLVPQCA
RGS4 act = RGS4 potentiation or activation; HEK293 M3R/inducible RGS4, carbachol calcium flux Fluo4; active compounds read low; B-score at 10 µM; hit rate 0.92% among 310,000;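 active means B-score of the integrated calcium signal more than 4 SD below the library mean, with starting fluorescence not abnormally high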;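 further: negative B-score means reduced calcium response which marks RGS4 activation or potentiation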
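Assay system: HEK293 FlpIn-TREx cells, stable M3R, doxycycline-inducible RGS4 / Probe or stimulus: carbachol, ECmax concentration / Times: overnight RGS4 induction, 30 min dye load 37 °C, 20 min compound RT / Signal: kinetic calcium fluorescence imaging with Fluo4-AM dye, 2 µM / Measure: Agonist-evoked peak-minus-minimum fluorescence over baseline, integrated ratio, B score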
SKKanGAS inh = inhibitors of SKKanGAS S. pyogenes growth in kanamycin (SK-promoter or general growth effect); inhibition, % at 7.5 µM; hit rate 1.3% among 300,000; BacTiter-Glo, 6 h;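 active means mean replicate score, as percent of positive control median, at least 50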;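 further: strain carries kanamycin resistance gene driven by streptokinase promoter and grows in 40 µg/ml kanamycin; loss of luminescence reflects streptokinase promoter inhibition or plain growth inhibition; 0% = median of DMSO wells and 100% = positive control at its reference dose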
hERG rescue = compounds protecting human hERG from proarrhythmic drug block | CHO-hERG, FluxOR thallium flux, dofetilide IC70 present | activation (rescue from dofetilide block), less the hit threshold, % at 10 µM | hit rate 0.51% among 310,000 | AID 1511;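 active means activation above the mean of controls blocked by dofetilide plus 5 SD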;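 further: thallium influx through hERG after potassium depolarization seen as dye fluorescence rise; in these data hits start at about 4.7%; inactives centre near -7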
KCNK9 inh = blocks the human KCNK9 two-pore domain potassium channel. Q9NPC2. HEK293 KCNK9, FluxOR thallium flux fluorescence; active compounds read low. B-score at 10 µM. hit rate 1.2% among 310,000;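 active means ratio B-score over 3 SD below the library mean, with starting fluorescence within 5 SD of its mean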;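 further: negative B-score means less thallium flux so channel inhibition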
Target sequence (Q9NPC2 whole entry, looked up, the tested form may be a part): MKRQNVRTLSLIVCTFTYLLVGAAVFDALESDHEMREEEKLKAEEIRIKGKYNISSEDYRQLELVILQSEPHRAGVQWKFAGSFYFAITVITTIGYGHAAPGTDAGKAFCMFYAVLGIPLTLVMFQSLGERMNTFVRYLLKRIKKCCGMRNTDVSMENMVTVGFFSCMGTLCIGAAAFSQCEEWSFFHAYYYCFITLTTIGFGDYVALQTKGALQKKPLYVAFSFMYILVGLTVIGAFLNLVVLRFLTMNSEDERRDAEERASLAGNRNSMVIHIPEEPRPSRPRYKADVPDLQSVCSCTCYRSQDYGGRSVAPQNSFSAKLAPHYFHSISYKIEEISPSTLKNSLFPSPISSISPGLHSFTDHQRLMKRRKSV
ANO1 block = mouse TMEM16A channel inhibition, primary screen; Q8BHY3; HEK293 TMEM16A/YFP iodide influx fluorescence, ionomycin; normalized B-score (activity score, 25-100; higher = stronger inhibition) at 10 µM; hit rate 1.2% among 310,000;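 active means ratio plate-corrected score three or more library SD toward inhibition, starting fluorescence score within five deviations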;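 further: score derived from kinetic fluorescence span divided by baseline fluorescence per well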
ANO1 activ = mouse TMEM16A channel activation, primary screen | HEK293 TMEM16A/YFP-H148Q/I152L, iodide quench fluorescence; active compounds read low | Q8BHY3 | hit rate 0.3% among 340,000 | B-score at 10 µM;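 active means fluorescence-ratio B-score plate-corrected deviation score at least 3 library SD below zero, with starting fluorescence score within 5 deviations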;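 further: channel opened by trigger with iodide after compound preincubation; score built on the fluorescence ratio of max minus min over baseline; more negative score means more quench and so TMEM16A activation or potentiation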
KCNK3 block = human KCNK3 channel inhibition, primary screen. B-score at 10 µM. CHO-KCNK3 thallium flux, FluxOR fluorescence; active compounds read low. hit rate 0.84% among 340,000;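 active means B-score under library mean minus 4 SD, starting fluorescence ratio at most library mean plus 5 SD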;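 further: more negative B-score means stronger inhibition of thallium flux through KCNK3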
HDAC3 inhib = human HDAC3 inhibition; recombinant HDAC3, fluorogenic peptide/trypsin coupled, fluorescence; O15379; hit rate 0.15% among 320,000; inhibition, % at 8.3 µM; in the data active means inhibition above about 26%, passing the limit was not always enough
Target sequence (O15379 whole entry, looked up): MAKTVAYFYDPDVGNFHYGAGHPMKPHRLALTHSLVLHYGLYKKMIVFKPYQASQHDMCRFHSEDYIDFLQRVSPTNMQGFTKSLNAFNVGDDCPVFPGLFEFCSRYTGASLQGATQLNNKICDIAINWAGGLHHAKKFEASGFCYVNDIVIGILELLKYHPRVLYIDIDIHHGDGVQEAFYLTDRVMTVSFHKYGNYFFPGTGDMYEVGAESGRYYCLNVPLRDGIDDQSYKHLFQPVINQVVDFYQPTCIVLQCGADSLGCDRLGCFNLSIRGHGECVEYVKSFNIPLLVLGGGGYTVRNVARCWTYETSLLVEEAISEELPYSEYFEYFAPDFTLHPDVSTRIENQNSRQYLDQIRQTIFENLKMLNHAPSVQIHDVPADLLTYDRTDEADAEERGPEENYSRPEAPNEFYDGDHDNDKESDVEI
Numbers without * were called inactive; i = inactive; . = not tested or not shown.

SMILES	KCNQ1 block	KCNQ1 act	RGS4 inh	RGS4 act	SKKanGAS inh	hERG rescue	KCNK9 inh	ANO1 block	ANO1 activ	KCNK3 block	HDAC3 inhib
O=C(/C=C/c1ccc([N+](=O)[O-])cc1)NCCSCc1ccco1	i	i	i	i	0	-5	i	i	i	i	15
Cc1cccc(NC(=S)NCc2ccc3c(c2)cc(C)n3C)c1C	i	i	i	i	2	-12	i	i	i	i	-1
Cc1cc(C(=O)NCc2ccc(S(N)(=O)=O)cc2)c(C)o1	i	i	i	i	0	2	i	i	i	i	-3
Cc1cc(NC(=S)Nc2ccccc2)ccc1Br	i	i	i	i	8	-4	i	i	i	i	7
CC(=O)Nc1ccc2c3c(cccc13)CC2	i	i	i	i	-1	2	i	i	i	i	-16
COc1ccc(CCc2nnc(N)s2)cc1OC	i	i	i	i	-2	-2	i	i	i	i	4
CCOC(=O)/C(C#N)=C1\C(=O)N(Cc2ccccc2)c2ccccc21	i	i	i	i	-2	-8	i	i	i	i	5
COc1ccc(-c2nc3nc(N)nn3cc2C)cc1F	i	i	i	i	-1	-10	i	i	i	i	-15
COc1cc(/C=C2/C(C)=C(C#N)c3nc(N)c(C#N)c(C)c32)ccc1OCC(=O)O	i	i	i	i	2	-10	i	i	i	i	9
Cc1nc(SCC(=O)c2ccc(F)c(F)c2)[nH]c(=O)c1Oc1ccc(Cl)cc1	i	i	i	i	35	-6	i	i	i	i	-1
O=C(Nc1ccc(OCc2ccccc2)cc1)c1ccccc1	i	i	i	i	-1	-3	i	i	i	i	2
N#CCSc1nnc(-c2ccccc2O)n1Cc1ccccc1	i	i	i	i	5	-7	i	i	i	i	5
COc1ccc(CC(=O)Nc2cc(NC(=O)Cc3ccc(OC)c(OC)c3)cc(C(=O)O)c2)cc1OC	i	i	i	i	3	-9	i	i	i	i	.
O=C(NNC(=S)Nc1ccc(Cl)cc1Cl)c1ccc(N2CCOCC2)c([N+](=O)[O-])c1	6*	i	5.2*	i	25	-10	i	i	i	i	0
Cc1ccc(NC(=O)COC(=O)CCNS(=O)(=O)c2ccc(C)c(C)c2)cc1	i	i	i	i	-5	-8	i	i	i	i	-3
Cc1cccc(OCCCC(=O)Nc2ccc(N3CCCCC3)cc2)c1	i	i	i	i	-1	-5	i	i	i	i	-7
CCC(C)(C)NC(=O)C(c1ccc(F)cc1)N(Cc1ccccc1)C(=O)c1cnccn1 (stereo not given)	i	i	i	i	3	-1	i	i	i	i	0
CCCN1CNc2c(c(=O)[nH]c(=S)n2-c2ccccc2Cl)C1	i	i	i	i	.	-6	i	i	i	i	2
CCOc1ccc(S(=O)(=O)NCCC(=O)NCC(c2ccccc2OC)N2CCCC2)cc1 (stereo not given)	i	i	i	i	14	-3	i	i	i	i	-9
CCC(=O)N(CC(=O)Nc1sc(C)c(C)c1C(N)=O)C1CCCC1	i	i	i	i	9	-2	i	i	i	i	0
N/C(=N\OC(=O)Cc1ccccc1)c1cccnc1	i	i	i	i	-1	-12	i	i	i	i	-3
CS(=O)(=O)N1CCN(C(=S)NCc2ccc(Cl)cc2)CC1	i	i	i	i	2	-6	i	i	i	i	6
Cc1cccn2cc(-c3cccc(NC(=O)c4cccs4)c3)nc12	i	i	i	i	-4	-25	-10*	i	i	-12*	0
Cn1c(SCc2ccc(Br)cc2)nnc1-c1cccs1	i	i	i	i	5	-20	i	i	i	i	2
N#Cc1c(NC(=O)c2cc(-n3cnnc3)ccc2Cl)sc2c1CCCC2	i	i	i	i	2	3	i	i	i	i	3
Cc1cc(NC(=O)c2ccc([N+](=O)[O-])cc2Cl)no1	i	i	i	i	5	-4	i	i	i	i	-1
Cc1ccc(Cl)cc1N1CCN(C(=O)Cn2ncn3cccc3c2=O)CC1	i	i	i	i	-5	-8	i	i	i	i	2
CCCC[C@@H]1CNC(=S)N1CCc1cccc(F)c1	i	i	i	i	2	-2	i	i	i	i	3
Cc1ccc(C(CC(=O)N2CCCC2)c2ccccc2)c(O)c1 (stereo not given)	i	i	i	i	6	-3	i	i	i	i	2
Cc1cccc(/C(N)=N/OC(=O)CCc2ccccc2)c1	i	i	i	i	-5	3	i	i	i	i	1
O=C(CSc1ccccn1)N/N=C/c1c[nH]c2ccccc12	i	i	i	i	-1	-13	i	i	i	i	-5
COc1ccc(C(=O)Nn2cc3c(c2-c2ccccc2)c(=O)n(C)c(=O)n3C)cc1	i	i	i	i	0	-4	i	i	i	i	1
CCOc1ccc(C(=O)NCC(=O)N2CCc3ccccc3C2)cc1OCC	i	i	i	i	-2	-9	i	i	i	i	-3
COc1ccc(/C=C(\NC(=O)c2ccc(C)cc2)C(=O)Nc2c(C)n(C)n(-c3ccccc3)c2=O)cc1	i	i	i	i	0	-4	i	i	i	i	3
CC(=O)N1CCN(S(=O)(=O)c2cccc(C(=O)Nc3ccc4c(c3)CCC4)c2)CC1	i	i	i	i	0	-1	i	i	i	i	0
COC(=O)[C@H](CC(C)C)NC(=O)Nc1ccccc1F	i	i	i	i	14	0	i	i	i	i	-2
Cc1c(Cl)cccc1NC(=O)c1cccc(NC(=O)CCC(=O)O)c1	i	i	i	i	4	-4	i	i	i	i	-5
Cc1ccc(NC(=O)CSc2nc(=O)n3cc(C)ccc3n2)c(C)c1	i	i	i	i	4	-15	i	i	i	i	-9
C/C=C/C=C\C(=O)Nc1cccc(C2=NOC3(C2)C[C@H](C(N)=O)N(C(=O)CC#N)C3)c1 (stereo not given in full)	i	i	i	i	2	-8	i	i	i	i	6
Cc1ccc(-n2cccn2)cc1	i	i	i	i	0	-9	i	i	i	i	1

Reprinted from the listing for reference:
SMILES	KCNQ1 block	KCNQ1 act	RGS4 inh	RGS4 act	SKKanGAS inh	hERG rescue	KCNK9 inh	ANO1 block	ANO1 activ	KCNK3 block	HDAC3 inhib
Cc1ccc(NC(=O)CSc2nc(=O)n3cc(C)ccc3n2)c(C)c1	i	i	i	i	4	-15	i	i	i	i	-9
C/C=C/C=C\C(=O)Nc1cccc(C2=NOC3(C2)C[C@H](C(N)=O)N(C(=O)CC#N)C3)c1 (stereo not given in full)	i	i	i	i	2	-8	i	i	i	i	6
Cc1ccc(-n2cccn2)cc1	i	i	i	i	0	-9	i	i	i	i	1

Next section:
SMILES	KCNQ1 block	KCNQ1 act	RGS4 inh	RGS4 act	SKKanGAS inh	hERG rescue	KCNK9 inh	ANO1 block	ANO1 activ	KCNK3 block	HDAC3 inhib
CCCCn1c(N)c(C(=S)NC(=O)CC(C)(C)C)c(=O)n(C)c1=O	i	18*	i	i	34	25*	i	i	i	i	4
COc1ccccc1N1CCN(C2CCCN(C(=O)c3cc(C)oc3C)C2)CC1 (stereo not given)	i	i	i	i	-8	-10	i	i	i	i	.
COc1cccc(C2C(C(=O)Nc3cccnc3)=C(C)Nc3nnnn32)c1OC (stereo not given)	i	i	i	i	-13	-21	i	i	i	i	5
COc1ccccc1C/C(N)=N/OC(=O)COc1ccc(C)cc1C	i	i	i	i	-2	-12	i	i	i	i	3
CC(=O)N1CCN(C(=O)c2ccc(S(=O)(=O)Nc3cccc(C(F)(F)F)c3)cc2)CC1	i	i	i	i	4	-15	i	i	i	i	2
CC1=C(O)C(=O)OC1c1c(Cl)cccc1Cl (stereo not given)	i	i	i	i	4	-6	i	i	i	i	2
O=C(O)c1ccc(C(=O)c2ccc3c(c2)C(=O)N(Cc2ccco2)C3=O)cc1	i	i	i	i	7	2	i	i	i	i	-1
CNC(C)C#Cc1ccc2c(=O)c3ccccc3oc2c1 (stereo not given)	i	i	i	i	7	-10	i	i	i	i	-6
O=C(NC(=S)Nc1ccc(N2CCOCC2)cc1)c1ccc(Cl)cc1	i	i	i	i	0	-7	i	i	i	i	-10
Cc1nc2scc(C)n2c(=O)c1S(=O)(=O)NCC1CCN(Cc2ccc(F)cc2)CC1	i	i	i	i	10	-6	i	i	i	i	-13
O=c1oc(-c2cccc(S(=O)(=O)N3CCOCC3)c2)nc2ccccc12	i	i	i	i	-5	-5	i	i	i	i	2
O=C(Nc1ccc(F)cc1)c1cccc(N2C(=O)C3C4C=CC(C5CC45)C3C2=O)c1 (stereo not given)	i	i	i	i	4	-11	i	i	i	i	0
O=S(=O)(NCCc1ccccc1F)c1cccc(S(=O)(=O)N2CCOCC2)c1	i	i	i	i	0	-8	i	i	i	i	4
CCn1c(CNC(=O)c2ccccc2Cl)cc2ccccc21	i	i	i	i	4	-7	i	i	i	i	0
CC(=O)c1cccc(NC(=O)CN2C(=O)C3C4C=CC(C4)C3C2=O)c1 (stereo not given)	i	i	i	i	7	-3	i	i	i	i	-2
CCOCCCNC(=O)c1cc2c(=O)n(CC)c3ccccc3c2s1	i	i	i	i	11	-9	i	i	i	i	-6
CCc1c(C)nc(SCC(=O)NNC(=O)c2ccco2)[nH]c1=O	i	i	i	i	9	-6	i	i	i	i	4
CC[C@H](C)C1NC(=O)[C@H](CC(=O)O)NC(=O)c2cc([N+](=O)[O-])cc(I)c2NCCC(C(N)=O)NC1=O (stereo not given in full)	i	i	i	i	1	-7	i	i	i	i	-1
N/C(Cc1ccc(Cl)cc1Cl)=N\OC(=O)c1ccccc1	i	i	i	i	10	-3	i	i	i	i	7
C=CCn1c(=O)n(C(=O)OCC)c2cc(Br)ccc21	i	i	i	i	3	-6	i	i	i	i	-3
COc1ccccc1C(=O)NC(=O)COC(=O)C1CC1C (stereo not given)	i	i	i	i	-5	-7	i	i	i	i	3
O=C(CCCn1c(=S)[nH]c2cc3c(cc2c1=O)OCO3)N1CCN(c2ncccn2)CC1	i	i	i	i	-5	-24	i	i	i	i	-3
CC1=NN(c2ccccc2)C(=O)/C1=C/c1cn(C)c2ccccc12	i	i	i	i	42	-7	i	i	i	i	-9
COc1ccc(C(C)NC(=O)c2ccc(Br)cc2)cc1OC (stereo not given)	i	i	i	i	-7	0	i	i	i	i	-3
COC(=O)c1cccc(NC(=O)CC2C(=O)NCCN2C(=O)Nc2ccccc2)c1 (stereo not given)	i	i	i	i	20	-9	i	i	i	i	-2
